Source: PubChem BioAssay
M1 ag parental = nonselective activator or artifact in parental CHO-K1 cells; Fluo-8 calcium fluorescence; scaled to maximal ATP response, vehicle zero; activation, % at 3 µM; 360,000 compounds, 0.48% hits; AID 602248; in the data active = activation above about 15%;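 note: untransfected CHO-K1 host cells lacking M1 receptor as counterscreen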
M4 PAM = potentiates acetylcholine response at human M4 receptor; 360,000 compounds, 0.4% hits; P08173; CHO-K1 hM4/Gqi5, Fluo-8 calcium fluorescence, ACh EC20; 0% = ACh EC20, 100% = maximal ACh; activation, % at 3 µM;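 active = activation above its plate's cutoff, the mean activation of sample wells plus 3 SD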; note: some results filed as inactive read as strong as hits
Target sequence (P08173 whole entry, looked up): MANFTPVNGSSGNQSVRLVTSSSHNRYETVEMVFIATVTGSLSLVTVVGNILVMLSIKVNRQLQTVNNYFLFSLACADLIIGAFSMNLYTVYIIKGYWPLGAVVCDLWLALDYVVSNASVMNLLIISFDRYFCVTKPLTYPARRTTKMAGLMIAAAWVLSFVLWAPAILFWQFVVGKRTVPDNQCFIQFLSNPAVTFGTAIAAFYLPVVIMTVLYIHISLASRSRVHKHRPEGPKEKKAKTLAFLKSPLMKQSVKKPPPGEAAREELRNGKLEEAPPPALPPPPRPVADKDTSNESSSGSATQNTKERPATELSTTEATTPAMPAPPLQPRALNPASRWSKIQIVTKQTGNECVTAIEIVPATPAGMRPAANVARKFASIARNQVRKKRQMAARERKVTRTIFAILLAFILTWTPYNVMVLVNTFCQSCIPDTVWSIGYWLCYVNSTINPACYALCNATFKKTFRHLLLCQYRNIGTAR
M4 ag = CHRM4 agonism in calcium assay | P08173 | CHO-K1 hM4/Gqi5, Fluo-8 calcium fluorescence; vehicle 0%, full acetylcholine response 100% | activation, % at 3 µM | 360,000 compounds, 0.14% hits | AID 624127;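 active = activation above the run mean over all test wells plus 3 SD, cut at about 32% in these data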;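 note: peak over basal fluorescence ratio per well then scaled between controls; 0% = DMSO wells and 100% = acetylcholine at EC100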
M5 ag = CHRM5 agonism in calcium assay | P08912 | CHO-K1 hM5 cells, Fluo-8 calcium fluorescence; 0% DMSO wells, 100% maximal acetylcholine response | activation, % at 3 µM | 360,000 compounds, 0.19% hits;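 active = activation above the run's mean over test compounds plus 3 SD, cut at about 23% in these data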;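 note: signal is peak over basal fluorescence ratio across the kinetic read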
Target sequence (P08912 whole entry, looked up): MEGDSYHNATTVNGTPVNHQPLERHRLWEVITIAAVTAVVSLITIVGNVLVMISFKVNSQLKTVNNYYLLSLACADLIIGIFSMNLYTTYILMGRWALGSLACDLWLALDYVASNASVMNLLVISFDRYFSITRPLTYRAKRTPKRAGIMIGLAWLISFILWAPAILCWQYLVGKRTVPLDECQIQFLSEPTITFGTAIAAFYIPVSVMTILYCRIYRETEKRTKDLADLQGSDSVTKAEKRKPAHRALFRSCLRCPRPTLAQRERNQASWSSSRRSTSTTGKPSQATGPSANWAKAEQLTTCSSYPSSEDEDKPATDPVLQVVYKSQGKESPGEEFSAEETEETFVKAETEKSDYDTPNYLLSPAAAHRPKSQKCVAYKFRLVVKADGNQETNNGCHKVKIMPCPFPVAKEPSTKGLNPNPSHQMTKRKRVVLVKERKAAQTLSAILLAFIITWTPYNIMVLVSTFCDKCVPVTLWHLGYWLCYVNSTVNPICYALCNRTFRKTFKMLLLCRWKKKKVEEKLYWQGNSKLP
CHO-K1 Ca antag = nonselective inhibitor or artifact in parental CHO-K1 cells; inhibition, % at 3 µM; ATP-induced calcium, Fluo-8 fluorescence; AID 602250; 360,000 compounds, 0.6% hits;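 active = inhibition above a per-plate cutoff, the plate's mean sample inhibition plus 3 SD, cut at about 24% in these data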;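 note: 0% = DMSO plus EC80 ATP and 100% = DMSO alone without ATP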
M5 PAM = CHRM5 positive allosteric modulation; P08912; CHO-K1 hM5, Fluo-8 calcium, ACh EC20 PAM; 0% = ACh EC20, 100% = ACh EC100; activation, % at 3 µM; 360,000 compounds, 0.3% hits; AID 624038;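 active = activation above the run cutoff, the mean activation of all test compounds plus 3 SD, cut at about 18% in these data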
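System: CHO-K1 cell line with stable human muscarinic M5 receptor expression | Also added: EC20 acetylcholine as agonist stimulus | Compound: One concentration, 3 µM final (nominal) | Timing: Fluo-8 loading 80 min at 37 °C plus 30 min room temperature | Measured by: Fluo-8 calcium dye fluorescence, kinetic read | Read-out basis: % activation, ACh-normalized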
CHRM5 antagonist = blocks acetylcholine activation of human M5 receptor | P08912 | CHO-hM5 cells, Fluo-8 calcium fluorescence, ACh EC80 | inhibition, % at 3 µM | 360,000 compounds, 0.59% hits | AID 624040;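 active = inhibition above a per-plate cutoff, the mean of that plate's test compounds plus 3 SD, cut at about 27% in these data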;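 note: 0% = acetylcholine EC80 with DMSO and 100% = DMSO without agonist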
M4 antag = blocks acetylcholine activation of human M4 receptor | 360,000 compounds, 0.73% hits | inhibition, % at 3 µM | AID 624125 | CHO-hM4 cells, ACh EC80, Fluo-8 calcium fluorescence | P08173;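 active = inhibition above its plate's cutoff, the mean inhibition of sample wells plus 3 SD, cut at about 27% in these data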;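 note: 0% = acetylcholine EC80 with DMSO and 100% = DMSO without agonist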
M1 PAM parental = counter-screen for M1 PAMs: effect in parental CHO-K1 cells; ATP EC20, Fluo-8 calcium fluorescence; 0% at ATP EC20, 100% at ATP max; activation, % at 3 µM; 360,000 compounds, 0.02% hits; AID 602247;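 active = activation above the run cutoff, the mean activation of all test compounds plus 3 SD, cut at about 40% in these data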;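 note: peak over basal fluorescence ratio in a 140 s read after ATP addition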
The depositor's hits bear a star; nt = not tested or not shown.

SMILES	M1 ag parental	M4 PAM	M4 ag	M5 ag	CHO-K1 Ca antag	M5 PAM	CHRM5 antagonist	M4 antag	M1 PAM parental
O=C(Cn1ccc2ccccc2c1=O)N1CCN(Cc2ccc3c(c2)OCO3)CC1	0.6	2	2	-3	-11	2	-6	-2	20
Cc1onc(-c2ccccc2)c1C(O)c1ccc(F)cc1 (configuration not stated)	6.6	-9	18	0	33*	-8	16	11	-11
CC(C)(C)N1C(=O)c2ccccc2NC(=O)C1C(=O)NCc1ccco1 (configuration not stated)	nt	-4	2	1	nt	0	3	4	nt
CCCN(CCC)CC(C)(C)NS(=O)(=O)c1ccc(Cl)cc1	0.3	13	-1	-7	-17	5	6	6	-12
CCOC(=O)c1ccc(S(=O)(=O)NNC(=O)Cc2csc(C)n2)cc1	0.1	-2	1	2	0	4	-2	12	-2
CCOC(=O)c1c(NC(=S)Nc2cccc(C)c2)sc2c1CC(C)(C)SC2	0.5	-4	1	-2	-13	-3	-3	-6	19
O=C(C1CCCO1)N1CCN(C(=S)Nc2cc(F)cc(F)c2)CC1 (configuration not stated)	0.2	-5	1	1	5	2	1	15	7
COC(=O)c1ccc(CSc2nnc(-c3ccncc3)n2Cc2ccccc2)o1	0.4	2	2	-7	4	0	1	1	7
CCCCn1c(N)c(N(CC(C)C)C(=O)CCS(=O)(=O)c2ccc(C)cc2)c(=O)[nH]c1=O	0.5	14	1	-3	-11	-2	0	-21	7
CCOc1ccccc1-n1c(SCC(=O)NC)nnc1-c1ccco1	0.9	-1	0	1	-19	-1	4	9	12
CCc1noc(C)c1C(=O)N(CC(C)C)c1c(N)n(Cc2ccccc2)c(=O)[nH]c1=O	0.8	8	1	0	-5	-5	0	-12	3
CCN(CC)S(=O)(=O)c1cccc(C(=O)N[C@H](C(=O)OCC(N)=O)C(C)C)c1	-0.2	4	0	-2	-5	0	2	1	3
COc1ccc(NCC(=O)N/N=C/C=C/c2ccccc2[N+](=O)[O-])cc1	1.4	5	3	-3	-19	4	10	-3	8
COc1ccc(NC(=O)CS(=O)CC(=O)NCc2cccc(C(F)(F)F)c2)cc1 (configuration not stated)	4.8	-9	0	0	-4	0	3	9	21
COCCCNC(=O)CC1C[C@H](C(=O)N2CCCCC2)[C@@]2(CCc3ccccc3)c3[nH]c4ccccc4c3CCN2C1=O (some centres not stated)	0.1	1	0	1	-8	-4	10	3	18
CCOc1ccc(CC(=N)C2=C(O)CC(C)(C)CC2=O)cc1OCC	1.2	8	2	-1	-16	-4	0	-2	24
Cc1nn(CCCC(=O)O)c(C)c1[N+](=O)[O-]	0.2	1	1	3	-8	-1	3	3	7
Cc1ccc2c(c1)sc1nc(=O)ccn12	0.0	-6	0	0	-4	-3	12	15	12
CCOc1cc(C=O)ccc1OCC(=O)N1CCCC1	2.2	8	1	1	-16	10	1	-2	20
CC1(C)CC(NC(=O)c2ccccc2C(=O)NC2CC(C)(C)NC(C)(C)C2)CC(C)(C)N1	0.7	9	1	-4	-7	5	-3	-2	8
COc1ccc([N+](=O)[O-])cc1NC(=O)C(C)OC(=O)c1cccnc1 (configuration not stated)	0.7	12	3	-1	-2	-1	0	6	18
Cc1csc(SCC(=O)Nc2nccs2)n1	-0.1	5	0	-1	2	-1	10	3	-9
CCC1CCCCN1CC(C)(C)NS(=O)(=O)c1ccccc1 (configuration not stated)	0.3	4	0	0	-7	17	-7	8	23
CCOC(=O)c1sc(N2C(=O)C(O)=C(C(=O)c3ccc(C)o3)C2c2cccc([N+](=O)[O-])c2)nc1C (configuration not stated)	0.9	8	0	0	-13	8	3	-9	20
O=C(O)c1cccc(-n2cnnn2)c1	3.5	15	1	0	2	-1	-5	0	6
COc1ccccc1C(=O)N/C(=C/c1ccc(Br)cc1)C(=O)NCCCn1ccnc1	0.9	-6	5	-5	-8	-5	15	-8	0
CCOC(=O)c1c[nH]c2c3c(ccc2c1=O)CCCC3	0.3	7	2	-2	12	0	-10	-2	-6
COc1ccccc1C1NC(=O)NC(C)=C1C(=O)OCC1CCCCC1 (configuration not stated)	0.3	1	-1	-1	-2	2	2	1	13
Cc1nn(-c2ccccc2)c2c1C1(C(=O)N(C)c3ccccc31)C(C#N)=C(N)O2 (configuration not stated)	1.2	-4	3	0	-9	-5	0	-1	-8
Cc1nc(C(=O)NCCCO)cc2c1[nH]c1ccccc12	0.0	2	2	-1	0	-8	5	-10	-13
Cc1ccc(OCCN2CCN(C(=O)CCC(=O)Nc3nnc(C(C)C)s3)CC2)cc1	3.0	0	7	1	-10	-6	2	-5	26
CC1CN(C(=O)c2ccc(S(=O)(=O)Nc3cccc(C(F)(F)F)c3)cc2)CC(C)O1 (configuration not stated)	21*	-2	12	28*	0	-4	3	-11	-9
CC1(C(=O)NCc2cccnc2)CCC(=O)N1CCc1ccccc1 (configuration not stated)	-0.2	11	1	0	-14	0	-3	-22	20
NC(=S)Nc1ccc(Cl)c(Cl)c1	2.2	1	3	-2	-13	-2	8	4	3
CCOc1ccc(NC(=O)Nc2cccc(C(=O)O)c2)cc1	-0.2	5	6	-4	12	-1	5	8	-12
CCC(c1nc2ccccc2[nH]1)N(C(=O)Cc1cc(OC)cc(OC)c1)c1ccc(N2CCOCC2)cc1 (configuration not stated)	-0.1	-1	0	-1	-3	-11	13	-1	22
CCCCN=C(NNc1ccc(Br)cc1)C(=O)OCC	0.1	5	0	-5	-12	3	-4	-4	30
O=C(NCCCc1ccc(F)cc1)C1CCC(=O)N(CC2CCCCC2)C1 (configuration not stated)	2.8	3	3	3	-15	14	-26	-5	23
CCOC(=O)[C@H]1[C@H]2COc3ccccc3[C@@H]2N2C(=O)CNC(=O)[C@@]12C	0.5	10	0	3	-12	1	10	2	2
CC(=O)Nc1ccc(SCC(=O)Nc2ccccc2N2CCOCC2)cc1	0.1	-2	0	-1	-7	-10	15	6	-2

Grouped by structure, the compounds so far containing a nitro group on carbon
SMILES	M1 ag parental	M4 PAM	M4 ag	M5 ag	CHO-K1 Ca antag	M5 PAM	CHRM5 antagonist	M4 antag	M1 PAM parental
COc1ccc(NCC(=O)N/N=C/C=C/c2ccccc2[N+](=O)[O-])cc1	1.4	5	3	-3	-19	4	10	-3	8
Cc1nn(CCCC(=O)O)c(C)c1[N+](=O)[O-]	0.2	1	1	3	-8	-1	3	3	7
COc1ccc([N+](=O)[O-])cc1NC(=O)C(C)OC(=O)c1cccnc1 (configuration not stated)	0.7	12	3	-1	-2	-1	0	6	18
CCOC(=O)c1sc(N2C(=O)C(O)=C(C(=O)c3ccc(C)o3)C2c2cccc([N+](=O)[O-])c2)nc1C (configuration not stated)	0.9	8	0	0	-13	8	3	-9	20

Carrying on:
SMILES	M1 ag parental	M4 PAM	M4 ag	M5 ag	CHO-K1 Ca antag	M5 PAM	CHRM5 antagonist	M4 antag	M1 PAM parental
COc1ccc(OC)c(/C=C/C(=O)OCC(=O)c2c(N)n(C)c(=O)n(C)c2=O)c1	0.3	2	1	3	-3	-2	-1	1	8
COc1ccc(CN(C)CC(=O)NCC(=O)Nc2c(C)cccc2C)cc1	0.2	6	2	2	-9	2	6	-9	0
CCC(=O)Nc1cccc(NC(=O)CSc2nnnn2Cc2ccccc2)c1	0.5	-3	2	0	2	-6	0	-3	10
Cc1cccc(OCC(=O)NCC(C)(C)N2CCOCC2)c1	0.3	10	0	-6	-12	0	3	-5	4
O=C(CSC1=NCCS1)NC(NC(=O)CSC1=NCCS1)c1ccccc1	-0.2	3	1	-10	8	1	-7	-4	13
COc1ccc(/C=C/C(=O)NCCCN2CCOCC2)cc1	0.4	2	0	-2	-5	2	0	-10	8
COC(=O)[C@H](Cc1c[nH]c2ccccc12)NC(=O)NCc1ccc(OC)cc1	1.2	-8	5	-1	9	-14	12	9	5
Nc1ccc(OC(=O)Nc2ccc(O)cc2)cc1	0.1	9	0	-3	-13	9	-6	-11	2
COCC(=O)N(Cc1cc2ccccc2[nH]c1=O)c1ccc(OC)cc1	0.1	2	1	-1	-1	0	-4	1	15
COc1ccc(N2CCC(N3CCN(C)C(CCO)C3)CC2)cc1 (configuration not stated)	0.8	-4	0	0	-6	-6	7	10	11
CCC(Oc1ccccc1F)C(=O)NCCCn1ccnc1 (configuration not stated)	0.8	-1	2	-8	-12	-1	2	-16	14
CCCCn1c(N)c(N(CCOC)C(=O)c2sc3ccccc3c2Cl)c(=O)[nH]c1=O	0.6	3	1	3	-7	-4	3	-2	-6
COc1ccc(Cc2nnc(NC(=O)CS(=O)(=O)c3ccc(C)cc3)s2)cc1OC	0.7	4	0	4	-8	2	5	-7	0
CCS(=O)(=O)c1nc(S(=O)(=O)c2ccc(Cl)cc2)c(N2CCCC2)s1	0.2	-4	1	-3	2	2	0	-12	12
COc1ccc([C@H]2CC(=O)C=C(c3ccc4c5c(cccc35)CC4)C2)cc1	0.1	8	1	2	-21	6	-1	-11	10
Cc1ccc(NC(=O)c2sc3nc(CCl)[nH]c(=O)c3c2C)c(C)c1	0.0	6	2	-2	16	-3	3	-1	-20
COCCn1c(C)cc(C(=O)CSc2ccc(NC(C)=O)cc2)c1C	0.5	-6	2	0	0	-9	1	5	-1
N#CCCN(CCC#N)C(=O)c1ccc2c(c1)OCO2	0.6	1	1	-2	6	4	-5	-5	5
CSc1ccc(C=O)cc1	-0.2	5	1	2	-19	5	-8	-11	4
Cc1sc2ncnc(Nc3ccc(O)cc3)c2c1C	-0.6	1	-1	0	-12	-3	6	-8	1
CN(c1cccc(Cl)c1)S(=O)(=O)c1cccc(C(=O)NCc2ccncc2)c1	9.7	2	11	3	-2	-12	10	-2	-15
CNc1ccc(S(=O)(=O)NCC(=O)OC(C)C(=O)N(C)Cc2ccccc2)cc1[N+](=O)[O-] (configuration not stated)	1.5	-2	2	4	-12	6	-2	8	5
O=S(=O)(c1cccc(F)c1)N1CCc2sccc2C1c1ccc(OC(F)(F)F)cc1 (configuration not stated)	2.0	-11	0	-1	-12	-4	-6	-3	26
CNC(=S)NCc1ccc(Cl)cc1	1.7	1	1	-6	1	0	-8	-2	7
COc1ccc2cc(C3CC(c4ccco4)=NN3C(=O)CCC(=O)O)c(Cl)nc2c1 (configuration not stated)	0.9	0	1	0	18	3	2	4	-7
Cc1ccccc1OCC(=O)N1N=C(c2cccnc2)CC1(O)C(F)(F)F (configuration not stated)	3.1	-4	4	5	4	-8	6	11	16
O=C(CCCCCC(=O)N(CCO)CCO)N(CCO)CCO	0.4	0	0	-3	-12	4	-5	-9	-6
Clc1ccc(-n2nnc(-c3ncc[nH]3)n2)cc1Cl	0.2	4	1	2	-15	2	11	-1	14
Cc1ncccc1C(=O)N1CCCC(CCC(=O)N2CCN(c3ccccn3)CC2)C1 (configuration not stated)	2.0	-2	2	-4	-16	0	7	-5	14
Cc1ccc2nc(SCC(=O)N3CCCc4ccccc43)nc(=O)n2c1	0.2	-3	1	5	2	-2	2	0	-24
COC(=O)CCN(C(=O)C12CC3CC(CC(C3)C1)C2)c1ccccn1	0.7	11	1	1	-5	5	-2	-4	23
COc1cc(OC)cc(-c2c(C#Cc3ccsc3)c3cc(-c4ccc(C(N)=O)cc4)ccc3n2C)c1	0.4	-5	2	4	-18	0	2	14	18
O=c1c2cc([N+](=O)[O-])ccc2sn1-c1ccccc1	0.2	-3	2	1	-4	3	-14	-5	4
CCOc1ccccc1OCCCC(=O)ON=C(N)c1ccccc1	0.0	6	1	-1	-20	0	11	6	19
N=c1ccn(O)cc1CCc1ccccc1	0.4	4	1	-6	1	9	2	-5	-3
